Screens: PubChem BioAssay, National Center for Advancing Translational Sciences (NCATS)
HT1080-NT tox – kills 2HG-producing HT-1080-NT fibrosarcoma cells. AID 686970. Potency, µM (highest dose often 46.1 µM), for inactives: at the top dose activity, negative = less viability, usual class: cytotoxic. HT-1080-NT fibrosarcoma viability, CellTiter-Glo ATP luminescence, 48 h. hit rate 1.6% among 360,000;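 also: NT is the 2HG producing partner of a matched IDH1 knockdown line; 0% = DMSO-treated cells and -100% = media-only wells without cells; nearly all actives have a fitted effect of over 55% in size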
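Toxicity toward the 2HG-producing NT line was scored as %Activity, normalised to DMSO and no-cell wells, from CellTiter-Glo luminescence after 48 hours' treatment.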
SW480 rereplic – inducers of DNA re-replication in SW480 colon cancer cells; SW480 DNA re-replication, Hoechst DNA content imaging, 48 h; Potency, µM (highest dose often 46.1 µM), for inactives: top-dose re-replication activation, most hits filed as activators; hit rate 1.8% among 340,000; AID 624297; also: % of control where 0% means no effect; nearly all actives have a fitted effect of over 55% in size
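Image-based read-out: total Hoechst fluorescence of nuclei (405 nm excitation, 500-530 nm emission), with hits raising the fraction of high-intensity nuclei. SW480 colon cells incubated 48 hr with compounds at 37 C.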
TDP43 rescue – rescues yeast growth from TDP-43 toxicity; TDP-43 expressing yeast growth rescue, BacTiter-Glo, 24 h; Potency, µM (titrated, usually from 46.1 µM), for the others: at the highest dose growth rescue (activation), actives largely listed as activators; hit rate 1.8% among 410,000; AID 652104; also: % of control where 0% means no effect; nearly all actives have a fitted effect of over 50% in size
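Readout is BacTiter-Glo luminescence of cell growth, so inhibitors register as activators. TDP-43-expressing yeast at OD600=0.02 in galactose medium, after raffinose pregrowth to mid-log, were incubated with compound for 24 hr at 30 deg C.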
GLP1R cytotox – cytotoxicity in counter-screen for GLP-1R inverse agonists; AID 624418; Potency, µM (doses to about 38.3 µM), for the others: top-dose activity change, negative = inhibition, usual class: inhibitors; HEK293 cAMP-luciferase reporter cells, luminescence, 24 h; hit rate 0.13% among 410,000;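 also: loss of luciferase light is scored as toxicity; % is scaled to controls: 0 for no effect and ±100 for the full control effect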
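Cells in DMEM/10% Nu serum/1% pen-strep, 1536-well format. Pre-incubated 12 h, dosed with 23 nL compound, incubated a further 24 h. Luciferase detection, 12 min at room temp, luminescence.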
KB-3-1 cytotox – kills parental KB-3-1 adenocarcinoma cells; KB-3-1 viability, CellTiter-Glo ATP luminescence, 72 h; Potency, µM (top dose mostly 46.1 µM), for the others: at the top dose activity change, negative = cytotoxic, actives largely listed as cytotoxic; hit rate 1.4% among 400,000; AID 1347075; also: % is scaled to controls: 0 for no effect and ±100 for the full control effect; nearly all actives have a fitted effect of over 60% in size
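KB-3-1 cells, DMEM (no phenol red) + 10% FBS; compound by pin transfer, 72 h, 37 °C. Readout: CellTiter-Glo luminescence after 10 min. Data normalized, curve-fitted.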
HT1080 IDH1KD tx – toxicity to HT-1080 IDH1 knockdown cells (counter line); HT-1080 IDH1 knockdown viability, ATP luminescence, 48 h; Potency, µM (top dose mostly 46.1 µM), without a hit: at the highest dose activity, negative = toxicity, actives largely listed as cytotoxic; hit rate 2% among 360,000; AID 686971;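 also: 0% = DMSO wells and -100% = cell-free medium wells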
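Knockdown cells (IDH1KD HT-1080) received compounds 2 h after plating at 750 cells/well and were kept 48 h at 37 °C in 5% FBS RPMI. A CellTiter-Glo luminescence read gave % activity for curve fitting.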
KB-V1 cytotox – KB-V1 MDR subline cytotoxicity; KB-V1 MDR cells viability, CellTiter-Glo, 72 h; Potency, µM (highest dose often 46.1 µM), without a hit: top-dose activity change, negative = cytotoxicity, usual class: cytotoxic; hit rate 3.4% among 400,000; also: % is scaled to controls: 0 for no effect and ±100 for the full control effect; nearly all actives have a fitted effect of over 60% in size
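In this primary screen, KB-V1 cells overexpressing P-gp are incubated with library compounds (lowest to highest concentration) for 72 h at 37 degrees C before a luminescent ATP viability read.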
GLP-1R agonist – activates the human GLP-1 receptor; P43220; HEK293 GLP-1R CRE-luciferase, luminescence, 4-6 h; cells express a hypersensitive GLP-1R form; Potency, µM (doses to about 45.6 µM), inactives show at the top dose activation, hits mostly activators; hit rate 0.007% among 380,000; also: % of control where 0% means no effect
Target sequence (P43220 whole entry, looked up): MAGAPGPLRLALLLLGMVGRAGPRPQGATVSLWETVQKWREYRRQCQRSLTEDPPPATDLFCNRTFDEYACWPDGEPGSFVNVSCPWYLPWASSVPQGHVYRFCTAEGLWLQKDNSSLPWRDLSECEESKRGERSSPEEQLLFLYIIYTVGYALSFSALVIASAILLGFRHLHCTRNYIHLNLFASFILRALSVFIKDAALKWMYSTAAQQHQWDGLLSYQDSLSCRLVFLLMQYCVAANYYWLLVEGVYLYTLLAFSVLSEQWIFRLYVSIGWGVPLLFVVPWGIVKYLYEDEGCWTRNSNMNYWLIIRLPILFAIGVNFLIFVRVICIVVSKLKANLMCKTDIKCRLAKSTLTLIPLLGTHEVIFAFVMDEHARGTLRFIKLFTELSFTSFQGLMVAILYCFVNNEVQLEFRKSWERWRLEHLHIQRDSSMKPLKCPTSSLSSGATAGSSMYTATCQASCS
GLP-1R inv ag – GLP-1 receptor (human) inverse agonism. P43220. HEK293 GLP-1R CRE-luciferase, luminescence, 24 h; GLP-1R form is constitutively active. Potency, µM (titrated, usually from 38.3 µM), for inactives: at the top dose activity change, negative = inhibition, hits mostly inhibitors. hit rate 1.6% among 410,000. AID 624417; also: % is scaled to controls: 0 for no effect and ±100 for the full control effect; nearly all actives have a fitted effect of over 55% in size
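qHTS in 1536-well format: reporter HEK293 cells expressing constitutive GLP-1R activity in DMEM + 10% Nu serum, 24 hr with compounds at 37 deg C, luminescence read after 12 min with detection reagent.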
Numbers without * were called inactive; ? = inconclusive; / = not tested or not shown; & = joins results of further samples; [ ] = remark or other dose. Calls follow the shape of the dose curve; as a rule, active = well fitted curve in the direction sought with a large enough effect; inconclusive = small, poorly fitted or top-dose-only effect, or another doubt; inactive = no such curve, though single readings can be large; an effect the other way counts as inactive or inconclusive. Potency is read from the fitted curve at half-maximal effect. Compounds were not picked by outcome; any-hit rate near 9.4%.

Below each SMILES: HT1080-NT tox	SW480 rereplic	TDP43 rescue	GLP1R cytotox	KB-3-1 cytotox	HT1080 IDH1KD tx	KB-V1 cytotox	GLP-1R agonist	GLP-1R inv ag
NC(CSC1(c2cccc3ccccc23)c2ccccc2-c2ccccc21)C(=O)O (stereo not drawn)
  1%	1%	23%	-11%	-22%	1%	?	-10%	?
CC1(c2ccc(Cl)cc2)NC(=O)N(CC(=O)N2CCN(S(=O)(=O)c3ccccc3)CC2)C1=O (stereo not drawn)
  -15%	-5%	15%	1%	0%	-6%	4%	12%	-19%
CCOC(=O)c1nn(-c2ccccc2)c(-c2ccccc2)c1C(=O)c1ccccc1
  -11%	7%	-18%	-20%	13%	-3%	-2%	-1%	2.8µM*
O=C(Nc1ccc(S(=O)(=O)Nc2ncccn2)cc1)c1ccccc1
  7%	1%	16%	4%	-1%	5%	18%	-6%	2%
CC(C)C(NC(=O)c1ccccc1)C(=O)OCC(=O)N1CCCCC1 (stereo not drawn)
  -6%[9.24 µM]	-5%	-6%	8%	4%	-2%	-3%	1%	-3%
O=C(Nc1nc(-c2ccc(F)cc2)cs1)c1cccc(N2C(=O)CCC2=O)c1
  -2%	-7%	-3%	-1%	-4%	-1%	12%	-13%	12%
NC(=O)Cc1c[nH]c2cccc(O)c12
  1%	-1%	-10%	1%	9%	2%	9%	-12%	0%
C#CCNC(=O)C1=C[C@@H](c2csc3ccccc23)[C@H](CCCO)[C@@H](OCC)O1
  -3%	-5%	-4%	9%	1%	1%	-11%	15%	-8%
O=[N+]([O-])c1cccc(-c2nc(-c3ccncc3)no2)c1
  5%	-1%	?	0%	0%	6%	-7%	-14%	28%
CCc1ccc(S(=O)(=O)/N=C2\C=C(Nc3cccc(C(=O)O)c3)C(=O)c3ccccc32)cc1
  8.2µM*	115%	-23%	0%	2%	7.3µM*	0%	-9%	-1%
CCCCC1=CC2=CC(=O)C(C)(OC(=O)CC)C(=O)C2=CN1Cc1ccco1 (stereo not drawn)
  16%	?	10%	-2%	0%	0%	8%	-3%	-10%
Cc1ccc(NC(=O)c2ccc(N3CCOCC3)c([N+](=O)[O-])c2)cc1S(=O)(=O)N1CCOCC1
  -3%	-10%	14%	?	21µM*	-15%	?	0%	?
O=C(NCC1CCOCC1)C1Cc2c(-c3ccccc3Oc3ccccc3)ccnc2O1 (stereo not drawn)
  ?	/	0%	5%	?	-9%	0%	-1%	-22%
COc1ccc(NC(=O)COC(=O)COc2ccc(Br)cc2)cc1
  1%	2%	-6%[0.397 µM]	-7%	2%	1%	0%	0%	1%
O=C(Nc1cccc(O)c1)C1CC(c2cccc(Br)c2)=NO1 (stereo not drawn)
  -15%	5%	-7%	20%	9%	-5%	21%	1%	-17%
O=C1N/C(=N\N=C\c2ccco2)SC1Cc1ccc(F)cc1 (stereo not drawn)
  -4%	1%	15%	22%	13%	0%	5%	1%	-12%
Cc1cc(Cl)ccc1NC(=O)c1cccc(NC(=O)N2CCSc3ncccc32)c1
  /	/	7%	-2%	-27%	/	1%	/	7%
CCCCN(C(=O)COC(=O)CSc1ccc([N+](=O)[O-])cc1)c1c(N)n(CCC)c(=O)[nH]c1=O
  -4%	-9%	10%	-8%	-4%	-2%	24%	-25%	9%
Cc1ccc(CNC(=O)C2CCCN(S(=O)(=O)c3c(C)[nH]c(=O)[nH]c3=O)C2)cc1 (stereo not drawn)
  2%	-4%	11%	-13%	9%	8%	24%	-6%	-3%
COC(=O)c1ccccc1NC(=O)C1=CC(c2cccs2)=NS(=O)(=O)N1C
  0%	-4%	-1%&11%	-12%&3%	3%&-15%	7%	-17%&-10%	-6%	-5%&19%
COc1cc(C2c3cc4c(cc3OC(N3CCOCC3)C2C)OCO4)cc(OC)c1OC(C)=O (stereo not drawn)
  ?	?	0%	-36%	?	?	?	2%	?
O=c1c2cn[nH]c2nc(SCc2cc(=O)n3cc(Br)ccc3n2)n1-c1ccc(Br)cc1
  -23%	?	-20%	-1%	7%	?	-25%	23%	8%
COc1ccc(NC(=O)CC(C(=O)O)C(C)c2ccccc2)cc1 (stereo not drawn)
  5%	0%	-15%	0%	10%	7%	6%	-4%	16%
CCc1ccc(-n2c(=O)c3ccccc3n(CC(=O)NCCc3ccc(OC)c(OC)c3)c2=O)cc1
  /	/	22%	-8%	-3%	/	13%	-1%	14%
O=C1COc2cc(S(=O)(=O)CCC(=O)N3CCCCC3)c(Cl)cc2N1
  -1%	-5%	17%	-34%	1%	7%	-4%	3%	4%
NC(=S)N/N=C\c1ccccc1OCc1ccccc1
  0%	2%	?	?	?	-10%	-19%	-2%	5.6µM*
O=C(c1sc2ccccc2c1Cl)N1CCN(c2ccc(F)cc2)CC1
  -2%	-3%	17%	44%[activator]	-3%	2%	-21%	0%	?
CCOc1ccccc1NC(=S)Nc1ncccc1C
  ?	?	14µM*	?	18µM*	?	21µM*	21%	?
CC1CN(C(=O)CCC(=O)NCc2ccccc2)c2cc(Cl)ccc2O1 (stereo not drawn)
  1%	-6%	?	-4%&-15%	0%&3%	-10%	?	-6%	10µM*
COC(=O)C1(Cc2ccccc2)NC(c2ccccc2C)C2C(=O)N(c3ccc4c(c3)OCO4)C(=O)C21 (stereo not drawn)
  5%	?	3%	13%	-14%	5%	-7%	0%	9%
CCOC(=O)c1c2c(n(-c3ccc(OC)cc3)c1C)C(=O)C(=O)c1ccccc1-2
  15µM*	5.8µM*	-50%[inhibitor]	3.2µM*	?	8.2µM*	?	-5%	?
CC(C)(C)C(=O)Nc1ccc(C(=O)NNC(=O)c2ccccc2)cc1
  11%	-72%[inhibitor]	24%	3%	8%	6%	0%	-1%	-19%
Cc1nc(CNS(=O)(=O)c2cc(F)ccc2F)cs1
  -11%	-4%	-8%	3%	0%	0%	12%	-3%	8%
CCOC(=O)c1c(NC(=O)CN2CCCc3ccccc32)sc(C)c1C
  -13%	-5%	-8%	1%	?	?	-6%	0%	?
CNC(=O)CC1C(=O)N(C)C(=S)N1NC(=O)c1ccc(Cl)cc1 (stereo not drawn)
  0%	0%	-8%	-9%	-6%	-2%	-9%	1%	14%
CCc1cc2c(SCC(=O)c3ccc(C)cc3)ncnc2s1
  20%	-5%	1%	9%	10%	-9%	7%	-2%	?
C/C(=N/NS(=O)(=O)c1ccc(Cl)cc1)c1cccc(O)c1
  -2%	-4%	12%	10%	1%	6%	5%	-1%	2%
O=[N+]([O-])c1ccc(OC/C=C2\Oc3ccc([N+](=O)[O-])cc3C2N2CCOCC2)cc1 (stereo not drawn)
  ?	1%[9.22 µM]	15%	-24%	-14%	-28%	?	13%	?
Cc1ccc(-c2ccc(=O)n(CC(=O)NC(C)c3ccccc3)n2)cc1 (stereo not drawn)
  /	/	?	-2%	3%	/	1%	/	4%
O=C1CCC[C@@H]2[C@@H](Cc3ccccc3)[C@H](N3CCN(c4ccccc4)CC3)C[C@@H]3CCN1[C@@H]32
  7%	-4%	8%	-12%	?	5%	0%	4%	-25%
COc1ccc(OC)c(CN2C(=O)CCC2(C)C(=O)NC2CCCCCC2)c1 (stereo not drawn)
  6%	-1%	3%	-4%	13%	-2%	-12%	-6%	9%
C#Cc1cccc(C(=O)NC2CCCN(C3Cc4ccccc4C3)C2)c1 (stereo not drawn)
  -6%	-1%	10%	-9%	?	-3%	21%	10%	?
Cc1noc(NS(=O)(=O)c2ccc(N/C=C/C(=O)c3ccccc3)cc2)c1C
  0%	-11%	-26%	-29%	3%	?	-3%	-4%	4%
CON(C)C(=O)CC(CN(Cc1ccccc1)C(=O)OC(C)(C)C)c1ccc(Cl)cc1 (stereo not drawn)
  -24%	?	23%	5%	0%	-26%	0%	-4%	?
O=C1COc2ccc(S(=O)(=O)Nc3ccc4c(c3)OCO4)cc2N1
  -19%	3%	-1%	0%	-6%	-1%	-11%	12%	9%
O=C(Nc1cccc(-c2nc3ccccc3o2)c1)c1ccc(-c2ccc(Br)cc2)o1
  /	/	0%	-2%	-13%	/	-12%	/	3%
Cc1nc(-c2ccc(C)c(S(=O)(=O)N3CCC(C(=O)Nc4ccc(Cl)cc4)CC3)c2)no1
  /	/	-33%	-20%	?	/	-16%	/	10µM*
CC(=O)N(C)c1ccc(NC(=O)Nc2ccccc2C)cc1
  ?	1%	-19%[0.397 µM]	-6%	-1%	-2%	-30%	7%	17%
S=C(Nc1ccc(N2CCOCC2)cc1)Nc1ccc2snnc2c1
  1%	0%	11%	-1%	1%	-11%	26%	10%	-29%
Cc1ccc(NC(=O)CN2CCN(CCN=CC3=C(O)CC(c4ccccc4)CC3=O)CC2)cc1 (stereo not drawn)
  4%	-8%	-42%[inhibitor]	-26%	12%	6%	19%	6%	-23%

Retrieved by structure from above, four records:
Below each SMILES: HT1080-NT tox	SW480 rereplic	TDP43 rescue	GLP1R cytotox	KB-3-1 cytotox	HT1080 IDH1KD tx	KB-V1 cytotox	GLP-1R agonist	GLP-1R inv ag
CC1(c2ccc(Cl)cc2)NC(=O)N(CC(=O)N2CCN(S(=O)(=O)c3ccccc3)CC2)C1=O (stereo not drawn)
  -15%	-5%	15%	1%	0%	-6%	4%	12%	-19%
CON(C)C(=O)CC(CN(Cc1ccccc1)C(=O)OC(C)(C)C)c1ccc(Cl)cc1 (stereo not drawn)
  -24%	?	23%	5%	0%	-26%	0%	-4%	?
CCOC(=O)c1nn(-c2ccccc2)c(-c2ccccc2)c1C(=O)c1ccccc1
  -11%	7%	-18%	-20%	13%	-3%	-2%	-1%	2.8µM*
COC(=O)c1ccccc1NC(=O)C1=CC(c2cccs2)=NS(=O)(=O)N1C
  0%	-4%	-1%&11%	-12%&3%	3%&-15%	7%	-17%&-10%	-6%	-5%&19%
